Compound activity from PubChem BioAssay.
QS inhibitor = blocks AIP-induced quorum sensing reporter in S. aureus. S. aureus RN6390 RNAIII-GFP reporter, flow cytometry 3 h. inhibition, % at 2 µM. 0.3% of 24,000 active;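 active means share of bacteria positive for the green fluorescent reporter and its mean brightness both inhibited by 50% or more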;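 further: 0% = AIP-stimulated control and 100% = unstimulated bacteria without AIP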
QS inhibitor GFP MFI % = second read-out of QS inhibitor, no call of its own (marks repeat the call); inhibition, %; measured here: inhibition of GFP MFI
The depositor's hits bear a star. This is a subset, so the mix of outcomes need not match the whole.

SMILES	QS inhibitor	QS inhibitor GFP MFI %
Fc1cccc(NCc2cn3ccccc3n2)c1	-11	-27
O=C(Cn1cc2c(n1)CCCCC2)NC1CCN(Cc2ccccc2)CC1	-1	-3
O=C(CSc1nc2ccsc2c(=O)n1NC(=O)c1ccccc1)Nc1nccs1	-1	-9
COc1ccc(CCNC(=O)CCCCn2c(=O)[nH]c3ccccc3c2=O)cc1OC	-5	-28
CCc1c(C)c2c(C)[nH]nc2oc1=O	-12	-34
Cc1ccc(Cl)cc1N1CCN(C(=O)Cn2ccc3ccccc3c2=O)CC1	0	1
COc1ccccc1C1(CC(=O)N2CCOCC2)CCOC(C(C)C)C1 (stereo unspecified)	-1	-12
COc1ccc2cc3cc(C(=O)NCC4CCCO4)oc3nc2c1 (stereo unspecified)	-3	-10
Brc1ccc(-c2nnc3sc(CN4CCN(c5ccccc5)CC4)cn23)cc1	1	8
COc1ccc(N2C(=O)C(Cl)=C(Nc3c(C)n(C)n(-c4ccccc4)c3=O)C2=O)cc1	0	6
Cc1sc2c(c1C)CN(Cc1ccco1)CN2C(=O)c1ccccc1	13	22
Cc1cc(-n2c(C)cc(C(=O)CSc3nnnn3-c3ccc(Cl)cc3)c2C)no1	2	13
NS(=O)(=O)c1cc2c(cc1Cl)NC=NS2(=O)=O	-1	-29
O=c1[nH]c(NCc2ccccc2)nc2c1CCCC2	-6	-168
OC(COc1ccc2ccccc2c1)CN1CCN(c2ccc(F)cc2)CC1 (stereo unspecified)	2	19
O=C1CC(c2ccc(Cl)cc2)n2nc(N3C(=O)c4ccccc4C3=O)nc2N1 (stereo unspecified)	0	-5
O=C(c1ccccc1S(=O)(=O)NCc1ccccc1)N1CCCC1	-3	-16
COc1cccc(C(=O)Nc2ccc(C(=O)O)cc2)c1	-5	-10
CCOc1ccc2[nH]c(O)c(NC(C)=O)c2c1	3	17
CCCCNC(=O)c1ccc2c(c1)ncn2C1CCCCC1	0	-2
COCCN1C(=O)C(=O)/C(=C(/O)c2cccc(S(=O)(=O)N(C)C)c2)C12C(=O)N(C)c1ccccc12 (stereo unspecified)	-3	5
CC(=O)c1ccc(OCC(O)CN2C(C)CCCC2C)cc1 (stereo unspecified)	0	4
COc1c(S(=O)(=O)n2nc(C)cc2C)ccc(Cl)c1Cl	0	4
CC(=O)c1c(C)[nH]c(C(=O)N2CCN(C(=O)c3ccco3)CC2)c1C	1	3

Record cards, as listed above. Order of screens: QS inhibitor	QS inhibitor GFP MFI %
Results for `COc1cccc(C(=O)Nc2ccc(C(=O)O)cc2)c1` → -5	-10
Results for `Cc1ccc(Cl)cc1N1CCN(C(=O)Cn2ccc3ccccc3c2=O)CC1` → 0	1

Continuation:
SMILES	QS inhibitor	QS inhibitor GFP MFI %
O=C(NCC1CCCO1)C1C2C=CC3(CN(Cc4cccs4)C(=O)C13)O2 (stereo unspecified)	-4	-23
CCN1CCN(CCCNC(=O)c2cc3sccc3n2CC)CC1	1	5
O=C(Cn1cnc2c(nnn2Cc2ccc(F)cc2)c1=O)NCc1ccc2c(c1)OCO2	5	18
O=C(NCCN1CCN(c2cccc(Cl)c2)CC1)c1cccn2c(=O)c3ccccc3nc12	16	29
CC1Cc2nc(SCC(=O)N3CCCc4ccccc43)n(C)c(=O)c2S1 (stereo unspecified)	0	5
O=C(NCC1CCCO1)C1CCN(S(=O)(=O)c2cccc3nonc23)CC1 (stereo unspecified)	-4	-6
COC(=O)C(C#N)C(=C1C(=O)CC(C)(C)CC1=O)c1ccc(O)cc1 (stereo unspecified)	-1	-2
Cc1c(NC(=O)CN2C(=O)C3C4C=CC(C4)C3C2=O)c(=O)n(-c2ccccc2)n1C (stereo unspecified)	0	0
CN(C1CCS(=O)(=O)C1)S(=O)(=O)c1cccc2nsnc12 (stereo unspecified)	-1	-32
CCS(=O)(=O)N1CCCC(C(=O)NCc2cccc(OC)c2)C1 (stereo unspecified)	1	10
CCC(=O)O[C@]1(C(=O)CCl)[C@@H](C)C[C@H]2[C@@H]3CCC4=CC(=O)C=C[C@]4(C)[C@@]3(F)[C@@H](O)C[C@@]21C	1	6
O=C(c1ccc2nc(N3CCOCC3)sc2c1)N1CCC2(CC1)OCCO2	-1	-21

Pulled one by one from the list above, four records:
SMILES	QS inhibitor	QS inhibitor GFP MFI %
O=C(NCCN1CCN(c2cccc(Cl)c2)CC1)c1cccn2c(=O)c3ccccc3nc12	16	29
CC1Cc2nc(SCC(=O)N3CCCc4ccccc43)n(C)c(=O)c2S1 (stereo unspecified)	0	5
O=C(c1ccc2nc(N3CCOCC3)sc2c1)N1CCC2(CC1)OCCO2	-1	-21
O=C(Cn1cnc2c(nnn2Cc2ccc(F)cc2)c1=O)NCc1ccc2c(c1)OCO2	5	18

Additional compounds
SMILES	QS inhibitor	QS inhibitor GFP MFI %
CCC(C)NC(=O)CS(=O)Cc1nc(-c2cccc(C)c2)oc1C (stereo unspecified)	0	1
Cc1ccccc1CN1C(=O)C2(OCCCO2)c2ccccc21	-1	0
CCOC(=O)c1cccc(NC(=O)CS(=O)(=O)Cc2nc(-c3cccc(OC)c3)oc2C)c1	2	16
COc1ccc(CCNC(=O)CSc2nnnn2-c2ccccc2OC)cc1OC	-2	4
O=C(CCN1C(=O)c2ccccc2C1=O)N1CCN(C(=O)c2ccccc2)CC1	1	11
COc1ccc(-n2c(=S)[nH]c3cc(C(=O)NCc4ccco4)ccc3c2=O)cc1OC	2	14
CC(C)Oc1ccc(N2CC(C(=O)Nc3ccccc3F)CC2=O)cc1 (stereo unspecified)	-2	-9
CCOC(=O)N1CCN(S(=O)(=O)c2ccc3c(c2)CCN3C(=O)C2CCC2)CC1	1	5
COCCN(CC(=O)NCc1ccccc1)C(=O)CCC(=O)Nc1ccccn1	0	6
COc1ccc(-c2nc(CN3CCC(C(=O)NC4CCCc5ccccc54)CC3)c(C)o2)cc1OC (stereo unspecified)	1	7
CCN(CC)C(=O)C1CC(=O)N(c2ccc(F)c(Cl)c2)C1 (stereo unspecified)	-3	-3
CS(=O)(=O)Nc1ccc(C(=O)NCCc2ccccc2)cc1	-1	-6
CCOc1ccccc1NC(=O)CN1C(=O)COc2ccc(Cl)cc21	-1	0
CC(CCc1ccccc1)NC(=O)c1cc2sccc2n1C (stereo unspecified)	-2	-14
CCOC(=O)N1CCC(N2Cc3cccc(C(=O)NCc4ccccn4)c3C2=O)CC1	-2	-69
Cc1nnc(NC(=O)NCN2C(=O)C3C4C=CC(C4)C3C2=O)s1 (stereo unspecified)	3	33
Cc1nc2c(c(C)nn2-c2ccccc2)c(C)c1Cl	1	-4
Cc1c(C(=O)NCc2ccc3c(c2)OCO3)oc2ccc(S(=O)(=O)N3CCCC3)cc12	0	24
O=S(=O)(c1ccc(F)cc1)N1CCC(N2CCCC2)CC1	-1	-4
CCn1cc(C(=O)O)c(=O)c2ccc(C)nc21	-2	-19
O=C1CC(N2CCN(c3ccc(O)cc3)CC2)C(=O)N1Cc1cccs1 (stereo unspecified)	0	3
CC(C)NC(=O)C1CCCN(S(=O)(=O)c2cccs2)C1 (stereo unspecified)	-4	-10
COc1ccc(-c2nnc(Nc3nc4c(OC)cccc4s3)o2)c(OC)c1	-2	-9
CC1CCCN(C(=O)c2cc3c(-c4ccc(Cl)cc4)nn(C)c3s2)C1 (stereo unspecified)	-1	-13
COc1ccccc1CNC(=O)C(CCSC)NS(=O)(=O)c1ccc2c(c1)oc(=O)n2C (stereo unspecified)	-10	-62
CCOc1ccc(NC(=O)c2nnn(CC(=O)Nc3ccccc3OC)c2N)cc1	0	-6
Cc1cccc(N=C2NC(=O)CS2)c1	-5	-7
CC1CCN(CCNC(=O)CCS(=O)(=O)c2ccc(Br)cc2)CC1	1	15
O=C(O)C(c1ccccc1)N1CCCC1 (stereo unspecified)	0	-14
COC(=O)c1sc(S(=O)(=O)N2CCN(c3ccccc3)CC2)c(C(=O)OC)c1C	-2	-2
Cc1nc2ccc(S(=O)(=O)NC(C(=O)NCc3ccco3)C(C)C)cc2s1 (stereo unspecified)	0	4
COc1ccc2cc(CCNC(=O)CC(C)(C)C)c(=O)[nH]c2c1	-2	-3
CCOC(=O)Cc1csc(NC(=O)CCNS(=O)(=O)c2ccc3c(c2)CCC(=O)N3)n1	-2	-1
CCOC(=O)CC(=O)CSc1[nH]c(=O)cc(C)c1C#N	-1	-2
CC(NC(=O)c1ccccc1NC(=O)c1ccco1)C(=O)O (stereo unspecified)	1	-19
Cc1ccc2cc3cc(C(=O)N(C)C4CCCCC4)oc3nc2c1	4	13

An excerpt from above in order of their number in QS inhibitor, falling:
SMILES	QS inhibitor	QS inhibitor GFP MFI %
Cc1ccc2cc3cc(C(=O)N(C)C4CCCCC4)oc3nc2c1	4	13
CC(NC(=O)c1ccccc1NC(=O)c1ccco1)C(=O)O (stereo unspecified)	1	-19
O=C(O)C(c1ccccc1)N1CCCC1 (stereo unspecified)	0	-14

Further compounds
SMILES	QS inhibitor	QS inhibitor GFP MFI %
O=C(Nc1ccc(N2C(=O)C3C4C=CC(C4)C3C2=O)cc1)Nc1cccnc1 (stereo unspecified)	3	6
CC(=O)NC(CCS(C)(=O)=O)C(=O)Nc1nc(C)cs1 (stereo unspecified)	2	11
CCOC(=O)c1c(NC(=O)c2cccs2)sc2c1CCN(C(=O)OCC)C2	1	8
Cc1noc(C)c1S(=O)(=O)N1CCC(C(=O)N2CCN(C(=O)c3ccco3)CC2)CC1	-2	1
CCCn1c(SCC(=O)Nc2ccccc2C(=O)OC)nc2c1c(=O)n(C)c(=O)n2C	-1	1
CN(C)Cc1c(O)ccc2oc(Cc3ccccc3)cc12	0	-15
COc1cccc(C2CC(c3cccc(Br)c3)n3nc(N)nc3N2)c1 (stereo unspecified)	-1	-2
CCNC(=O)N(C)c1nncnc1C(=O)NC	0	10
Cc1c(C(=O)NCCN2CCOCC2)oc2ccc(S(=O)(=O)N3CCCCCC3)cc12	-4	-8
COc1ccccc1NC(=O)CSc1nnc(-c2ccccc2)o1	-4	-10
Cc1csc(NC(=O)CCS(=O)(=O)c2ccc(Br)cc2)n1	0	-15
Cc1ccc(-n2c(Cc3cccn3C)nnc2SCC(=O)N2CCc3ccccc32)cc1	-1	14
O=C(Nc1ccc(F)cc1F)N1CCN(c2ncccn2)CC1	4	8
CCOc1ccc(N(CC(=O)Nc2nccs2)S(=O)(=O)c2c(C)noc2C)cc1	4	14
COc1ccc(-n2nc(C(=O)NCC(=O)NCC3CCCO3)c3ccccc3c2=O)cc1 (stereo unspecified)	-1	27
COC(=O)c1ccc(NS(=O)(=O)c2ccc3c(c2)oc(=O)n3C)cc1	1	9
COc1ccc(OC)c(NC(=O)CCn2cccc2)c1	4	10
CCOc1ccc(NC(=O)Nc2ccc3c(c2)N(C)C(=O)CS3)cc1	-6	-14
OCC1N=C(c2ccccn2)OC1c1ccccc1 (stereo unspecified)	0	-1
Brc1cccc(-c2nnc(SCc3ccon3)n2-c2ccccc2)c1	-3	-14
Cn1c(Cn2c(=O)sc3ccccc32)nnc1SCc1cccnc1	-8	-17
Cc1nc2ccc(S(=O)(=O)NCC(=O)N3CCCC(C)C3)cc2s1 (stereo unspecified)	5	29
CCOC(=O)N1CCC(N2C(=O)c3ccc(C(=O)NCc4ccc(F)cc4)cc3C2=O)CC1	-2	-2
Brc1ccc(Oc2nnnn2-c2ccccc2)cc1	1	4
Cc1ccc(Cl)cc1NC(=O)Cn1cccc1	-2	-12
CCN(CC)C(=O)c1cncc(C(=O)N(CC)CC)c1-c1ccccc1	-6	-10
CCOC(=O)N1CCC(NC(=O)c2cc3c(-c4ccc(OC)c(OC)c4)nn(C)c3s2)CC1	1	6
Cc1cccc(CS(=O)(=O)Cc2ccc(C(=O)NCc3cccnc3)o2)c1	6	21
CC1CCCN(CCCNC(=O)C2CC(=O)N(c3ccc(F)c(Cl)c3)C2)C1 (stereo unspecified)	-6	-12
C=CCn1c(SCc2ccc3nonc3c2)nnc1-c1cccs1	3	18
Cc1cccc(N(C)C(=O)c2coc(=O)c3ccccc23)c1	-1	-13
O=C(c1cnc2n(c1=O)CCS2)N1CCCc2ccccc21	0	6
O=C(NC1CCCC1)c1c[nH]c2ccc(F)cc2c1=O	0	-9
CCn1ncc(C2=NOC(C(=O)NCc3ccc(Cl)cc3)C2)c1C (stereo unspecified)	-5	-10
O=C(CN1C(=O)COc2ccccc21)NCCCN1CCN(Cc2ccccc2)CC1	1	4
CNC(=O)c1ccc(N(Cc2ccccc2C)S(C)(=O)=O)cc1	0	-12
O=C(C1CCC(CNS(=O)(=O)c2cccs2)CC1)N1CCCCC1 (stereo unspecified)	-6	-24
CC12CN3CC(C)(CN(C1)C3c1cc(Br)ccc1O)C2=O (stereo unspecified)	0	12
Cc1ncn(C23CC4CC(CC(O)(C4)C2)C3)n1	-8	-14
O=C1C=C(OCc2ccccc2)CN1	0	11
O=C(O)COc1ccc(S(=O)(=O)NCCc2ccccc2)cc1	0	12
O=C(CCCN1C(=O)C2C3C=CC(C3)C2C1=O)N1CCN(c2ccccc2)CC1 (stereo unspecified)	-2	-2
O=C(Nc1ccccc1)c1cnc[nH]1	12	9
Cn1c2ccccc2c2cnn(CC(=O)O)c(=O)c21	4	10
CCc1ccccc1NC(=O)c1cc(C2CC2)on1	-1	-8
CCC(=O)N1CCCc2cc(S(=O)(=O)N3CCCc4ccccc43)ccc21	9	25
CCOc1ccc(N(CC(=O)NC2CCCCC2)S(=O)(=O)c2c(C)noc2C)cc1	-1	-2
COc1ccc(OC)c(Nc2cc(C)nc3nc(C)nn23)c1	-3	-6

Taken from above:
QS inhibitor, `O=C1C=C(OCc2ccccc2)CN1` → 0
QS inhibitor, `COc1ccc(OC)c(Nc2cc(C)nc3nc(C)nn23)c1` → -3
QS inhibitor GFP MFI %, `O=C(O)COc1ccc(S(=O)(=O)NCCc2ccccc2)cc1` → 12
QS inhibitor GFP MFI %, `Cc1ncn(C23CC4CC(CC(O)(C4)C2)C3)n1` → -14
QS inhibitor, `Cn1c2ccccc2c2cnn(CC(=O)O)c(=O)c21` → 4

Continued.
SMILES	QS inhibitor	QS inhibitor GFP MFI %
CCOC(=O)N1CCC(NC(=O)CSc2cc(=O)n(C)c3ccc(Cl)cc23)CC1	-3	-12
C=CCOC(=O)C1C(=O)CC(C)(O)C(C(=O)OCC=C)C1c1ccc(OC)cc1 (stereo unspecified)	-2	-4
COc1ccccc1C1C(C(N)=O)=C(C)Nc2nc(-c3ccc(Cl)cc3)nn21 (stereo unspecified)	2	4
Cc1onc(-c2ccccc2Cl)c1C(=O)NCc1cccnc1	-2	-7
